Screening results deposited in PubChem by National Center for Advancing Translational Sciences (NCATS).
Pol eta inh – inhibitors of human DNA polymerase eta | Q9Y253 | recombinant Pol eta, fluorescent DNA replication assay | Potency, µM (series often up to 114 µM), without a hit: at the highest dose activity change, negative = inhibition, most hits filed as inhibitors | hit rate 1.2% among 390,000 | AID 588591; further: potency means the concentration at half of the fitted maximal effect; on the % scale 0 is the no-effect control and ±100 the full control effect
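Pol eta at 10 nM preincubated with compounds 15 min at room temperature; reaction started with fluorescent substrate (50 nM final) and read kinetically at 0 and 10 min.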
POLK inh – blocks human DNA polymerase kappa activity. Potency, µM (highest dose often 107 µM), for the others: at the top dose activity, negative = inhibition, hits mostly inhibitors. AID 588579. Q9UBT6. purified Pol kappa, fluorescent DNA synthesis assay, 10 min. hit rate 0.53% among 400,000; further: potency means the concentration at half of the fitted maximal effect; on the % scale 0 is the no-effect control and ±100 the full control effect
Target sequence (Q9UBT6 whole entry, looked up): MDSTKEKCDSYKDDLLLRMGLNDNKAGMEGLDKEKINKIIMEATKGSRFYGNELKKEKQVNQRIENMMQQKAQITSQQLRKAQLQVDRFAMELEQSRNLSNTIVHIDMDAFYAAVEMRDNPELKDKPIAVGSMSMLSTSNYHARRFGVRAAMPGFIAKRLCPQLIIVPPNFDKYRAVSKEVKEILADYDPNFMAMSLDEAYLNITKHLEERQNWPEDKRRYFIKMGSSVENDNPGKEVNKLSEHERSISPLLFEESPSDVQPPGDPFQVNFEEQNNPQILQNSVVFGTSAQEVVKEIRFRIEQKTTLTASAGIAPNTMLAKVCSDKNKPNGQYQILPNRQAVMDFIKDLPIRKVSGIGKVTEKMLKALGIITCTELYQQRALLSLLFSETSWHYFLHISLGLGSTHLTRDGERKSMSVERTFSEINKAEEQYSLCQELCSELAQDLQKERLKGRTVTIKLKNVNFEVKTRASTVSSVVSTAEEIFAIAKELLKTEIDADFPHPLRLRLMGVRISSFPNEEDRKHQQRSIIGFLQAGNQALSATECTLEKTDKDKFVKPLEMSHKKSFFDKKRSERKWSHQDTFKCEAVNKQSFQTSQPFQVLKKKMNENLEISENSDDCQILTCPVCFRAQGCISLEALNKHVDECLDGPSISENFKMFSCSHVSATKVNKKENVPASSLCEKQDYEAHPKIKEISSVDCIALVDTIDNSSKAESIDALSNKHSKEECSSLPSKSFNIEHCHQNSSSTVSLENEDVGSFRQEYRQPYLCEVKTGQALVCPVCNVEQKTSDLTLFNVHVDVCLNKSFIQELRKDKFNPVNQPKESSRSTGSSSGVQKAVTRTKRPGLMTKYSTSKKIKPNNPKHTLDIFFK
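10 nM Pol kappa preincubated 15 min at room temperature with compounds, then reaction started with substrate at 50 nM final. Fluorescence read kinetically at 0 and 10 min; buffer-only wells served as negative control.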
Pol iota inh – DNA polymerase iota (human) inhibition; Potency, µM (doses to about 115 µM), inactives show top-dose activity, negative = inhibition, hits mostly inhibitors; Q9UNA4; Pol iota fluorescent replication assay, 10 min; AID 588590; hit rate 1% among 390,000; further: potency means the concentration at half of the fitted maximal effect
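Pol iota at 10 nM preincubated 15 min with compounds at room temperature; reaction started with fluorescent substrate, 50 nM final. Fluorescence read kinetically at 0 and 10 min; buffer-only wells as negative control.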
PGK inhibitor – blocks T. brucei phosphoglycerate kinase. P07378. PGK/GAPDH coupled, Kinase-Glo luminescence, 60 min. Potency, µM (doses to about 57.5 µM), for inactives: top-dose activity change, negative = inhibition, usual class: inhibitors. hit rate 0.043% among 380,000. AID 602233; further: potency means the concentration at half of the fitted maximal effect; on the % scale 0 is the no-effect control and ±100 the full control effect; nearly all actives have a fitted effect of over 60% in size
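Luminescent ATP detection (Kinase-Glo Plus) follows a 60-minute room-temperature incubation, with wells lacking PGK as controls. Buffer: 100 mM TEA (pH 7.6), 5 mM MgCl2, 0.01% Tween-20. Coupling enzyme GAPDH (100 nM final) supplies unstable 1,3-BPG in-well.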
APE1 inh – APE1 (human) endonuclease inhibition. P27695. recombinant APE1, TAMRA/BHQ-2 abasic DNA cleavage fluorescence. Potency, µM (doses to about 65.8 µM), for inactives: at the highest dose activity change, negative = inhibition, hits mostly inhibitors. hit rate 0.35% among 350,000;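 further: potency means the concentration at half of the fitted maximal effect; plate controls were vehicle for no effect and reference inhibitor for full effect; nearly all actives have a fitted effect of over 55% in size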
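Compound pre-exposure to 0.75 nM APE1, 15 min at ambient temperature. Reaction initiated with 50 nM TAMRA/BHQ-2 THF substrate, read immediately in kinetic mode, 525 nm excitation, 598 nm emission.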
BLM helicase inh – Bloom syndrome helicase (human) inhibition. recombinant BLM DNA unwinding, fluorescence dequenching. Potency, µM (highest dose often 56.1 µM), inactives show at the highest dose activity change, negative = inhibition, hits mostly inhibitors. hit rate 0.2% among 350,000. AID 2528;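 further: potency means the concentration at half of the fitted maximal effect; plate controls were vehicle for no effect and no enzyme for full effect; nearly all actives have a fitted effect of over 35% in size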
Pol beta inh – blocks human DNA polymerase beta activity; P06746; Pol beta primer extension/strand displacement, fluorescence kinetic; Potency, µM (series often up to 114 µM), for the others: at the highest dose activity change, negative = inhibition, actives largely listed as inhibitors; hit rate 1.3% among 340,000; further: potency means the concentration at half of the fitted maximal effect; on the % scale 0 is the no-effect control and ±100 the full control effect
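Pol beta (10 nM) and compounds were preincubated 15 min at room temperature, then 50 nM substrate (final) started primer extension/strand displacement. Reads were taken at 0 and 10 min; concentration-response data were fitted to a four-parameter Hill equation.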
RXFP1 antagonist – blocks the human relaxin receptor RXFP1. Q9HBX9. HEK293-RXFP1, relaxin-stimulated cAMP HTRF, 30 min; stronger effect = lower value. activity change, negative = inhibition, % at 57.5 µM. hit rate 0.59% among 350,000. AID 1259400;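 active means activity change of -60% or lower, but not beyond a set lower limit; inconclusive means change between -60% and -40%, or beyond the set limit; inactive means change above -40%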; further: on the % scale 0 is the no-effect control and ±100 the full control effect
Apoferritin bind – candidate novel general anesthetic via apoferritin binding | P02791 | Potency, µM (series often up to 77.5 µM), without a hit: at the highest dose activity change, negative = displacement, usual class: inhibitors | AID 485281 | apoferritin/1-aminoanthracene competitive binding, fluorescence | hit rate 0.074% among 350,000; further: potency means the concentration at half of the fitted maximal effect; on the % scale 0 is the no-effect control and ±100 the full control effect; nearly all actives have a fitted effect of over 20% in size
Target sequence (P02791 2-175 limits assumed): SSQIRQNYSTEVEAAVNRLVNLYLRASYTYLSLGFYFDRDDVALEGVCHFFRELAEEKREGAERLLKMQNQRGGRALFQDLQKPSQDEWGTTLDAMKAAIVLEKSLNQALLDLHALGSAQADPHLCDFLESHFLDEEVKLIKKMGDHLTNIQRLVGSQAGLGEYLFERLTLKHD
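Probe: 1-aminoanthracene (50% saturated, PBS). Protein: horse-spleen apoferritin, 10 uM. Incubation: 10 min, room temperature. Detection: 380 nm excitation, 535 nm emission. Analysis: normalized response, four-parameter Hill.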
Starred values were filed as active, the others as inactive; i = inactive; ? = inconclusive; nt = no result given; & = joins results of further samples; [ ] = dose if it differs, or a comment. Unless noted, the call rests on the fitted dose curve; in most records, active means well fitted curve in the direction sought with a large enough effect; inconclusive means small, poorly fitted or top-dose-only effect, or another doubt; inactive means no such curve, though single readings can be large; an effect the other way counts as inactive or inconclusive. The list is partial; the hit share may differ from the screen's.

Every second line gives: Pol eta inh	POLK inh	Pol iota inh	PGK inhibitor	APE1 inh	BLM helicase inh	Pol beta inh	RXFP1 antagonist	Apoferritin bind
> C[C@H]1CCC(=O)N([C@H](CN=[N+]=[N-])Cc2ccccc2)CC1
 : -1%	0%&-1%	-15%&16%	i	18%	2%	13%	nt	-14%
> CN1CCN(NC(=S)NC(C)(C)CC(C)(C)C)CC1
 : ?	-8%	182%[activator]	-2%	2%	-3%	4%	2	-10%
> COc1cc(C(=O)Nc2cc(Cl)ccc2-n2cncn2)ccc1OC(F)F
 : -1%	-6%	1%	5%	43%	nt	nt	4	nt
> COc1ccc(CCCc2nnc(SCC(=O)Nc3cc(F)ccc3C)o2)cc1
 : -19%	-1%	9%	i	nt	-6%	0%	-6	-1%
> Cc1ccc2c(Cl)cc(Cl)c(OCC(=O)NC(=O)NCc3ccco3)c2n1
 : -22%	-9%	?	-1%	6%	-4%	?	-10	?
> O=C(COC(=O)C1CCN(c2ccc(C(F)(F)F)cn2)CC1)NCc1cccc(Cl)c1
 : -25%	-14%	35%[activator]	-6%	-30%	nt	nt	-9	nt
> COCCN(Cc1cn(C)nc1-c1ccccc1F)C(C)C
 : -10%	-2%	18%	-1%	4%	-1%	35%	9	-6%
> Cc1cccc(NS(=O)(=O)c2ccc3c(c2)n(C)c(=O)n3C)c1C
 : 2%	0%[60.1 µM]	63%[activator]	-5%	nt	2%	1%	1	-7%
> Cc1ccccc1CSc1nnc(-c2cccs2)n1Cc1ccco1
 : -22%	-25%	20%	-4%	17%	-6%	10%	-9	-10%
> CCC(=O)N1CCN(c2ccccc2NC(=O)c2ccc(-c3cccc([N+](=O)[O-])c3)o2)CC1
 : ?	-4%	65%[activator]	-1%	-3%	-9%	-1%	-4	-6%
> Cc1ccc(-c2csc3ncnc(N4CCN(C(=O)c5ccccc5)CC4)c23)cc1
 : ?	-7%	-4%	-3%	9%	-8%	45%	-20	-12%
> Cn1cc(CCC(=O)NCc2ccc3c(c2)OCO3)c2ccccc21
 : -11%	-1%	29%	-7%	11%	-3%	22%	13	-14%
> CCOC(=O)c1cn(CC)c2cc(N3CCSCC3)c(F)cc2c1=O
 : 7%	3%	15%	5%	-5%	2%	-22%	6	-2%
> CC(NCCN(C)C)C(=O)C12CC3CC(CC(C3)C1)C2 (stereo not drawn)
 : -19%	2%	4%	-7%	1%	4%	11%	-12	-3%
> CC1=NN(CCc2ccccn2)C(=O)CC1
 : -21%	-2%	158%[activator]	-2%	nt	nt	nt	6	nt
> CCOc1ccccc1NC(=O)C(OC(=O)c1ccc(NC(=O)CC#N)cc1)c1ccccc1 (stereo not drawn)
 : ?	-30%	?	-4%	1%	nt	nt	-22	nt
> CC(OC(=O)c1ccc(O)cc1)C(=O)Nc1nc(-c2ccccc2)cs1 (stereo not drawn)
 : -21%	-18%	9%	-1%	-8%	nt	nt	-85*	nt
> O=S(=O)(CCN(CCS(=O)(=O)C(F)(F)F)CC1CCCO1)C(F)(F)F (stereo not drawn)
 : -8%	-13%	3%	nt	10%	-1%	36%	4	-25%
> Cc1nc2scc(C)n2c(=O)c1S(=O)(=O)N1CCN(c2ccc([N+](=O)[O-])cc2)CC1
 : 7%	0%	9%	9%	-9%	-2%	2%	-1	-7%
> OCCN(CCO)c1ncnc2c1sc1nc(N3CCOCC3)c3c(c12)CCCC3
 : -14%	-7%	10%	6%	-7%	-1%	2%	-1	?
> CN1CCc2nc3ccccc3c(C(=O)OCC(=O)N(CCC#N)c3ccccc3)c2C1
 : -11%	-2%	33%[activator]	-2%	5%	-18%	-1%	5	-7%
> O=C(COC(=O)c1cc(=O)c2ccccc2o1)Nc1cc(Cl)ccc1Cl
 : -9%	0%	-13%	0%	-11%	nt	nt	-3	nt
> Fc1cc2ncn(Cc3ccccc3)c2cc1F
 : -14%	-6%	2%	-3%	-3%	-3%	36%	2	?
> COC(=O)[C@H](Cc1c[nH]c2ccccc12)NC(=O)NCc1ccccc1
 : -8%	-22%	11%	4%	-6%	-6%	4%	7	-3%
> COc1ccccc1Nc1nc2cc(C)ccc2cc1C#N
 : -17%	4%	105%[activator]	2%	4%	-5%	3%	3	-7%
> CCOC(=O)c1c(NC(=S)Nc2ccccc2)sc2c1CCN(CC)C2
 : -2%	-8%	?	3%	-4%	39%[activator]	3%	-11	?
> N#Cc1ccsc1NC(=O)CSc1ncnc2ccccc12
 : ?	?	?	-6%	11%	-19%	35µM*	5	3%
> Cc1nn(-c2ccccc2)c(Cl)c1/C=N/Nc1ccc(S(=O)(=O)Nc2ccccc2C(=O)O)cc1[N+](=O)[O-]
 : 35µM*	?	40µM*	?	?	?	45µM*	-17	?
> COc1ccc(CNC(=O)c2nn(C)c3c2CS(=O)(=O)c2ccccc2-3)cc1
 : -9%&-18%	-16%&-5%	?	0%&-7%	40%	1%&0%	11%&-12%	-13&-9	-4%&0%
> NC(=O)c1cc(Cl)ccc1OCC(=O)NC1CC1
 : -24%	-1%	-6%	4%	5%	nt	nt	-16	nt
> CC(=O)OC1OCCOC1NC(=S)Nc1cccc(C(F)(F)F)c1 (stereo not drawn)
 : -16%	-18%	-6%	-8%	-2%	0%	-1%	-4	-24%
> CC(=O)NC12CC3CC(C1)CC(C(=O)N(C)CC(=O)Nc1ccccc1Cl)(C3)C2
 : 0%	-12%	13%	0%	6%	nt	nt	2	nt
> CCCOc1ccc(C(=O)Nc2ccc(N(C)C)cc2)cc1
 : 4%	-6%	24%	nt	-9%	1%	16%	6	-13%
> CCOc1ccc(C2/C(=C(/O)c3ccc(Cl)cc3)C(=O)C(=O)N2CCCN(C)C)cc1OC (stereo not drawn)
 : nt	nt	nt	nt	3%	-1%	5%	nt	-7%
> COCC(=O)N1CCC(Oc2ccc(C(=O)NC(C)c3nccs3)cc2)CC1 (stereo not drawn)
 : -23%	1%	8%	4%	7%	-4%	-3%	-14	-3%
> CC(Nc1nc(-c2ccc(F)cc2)cs1)c1nc2cc(C(F)(F)F)ccc2n1CCOCCO (stereo not drawn)
 : -14%	16%	2%	-10%	nt	nt	nt	nt	nt
> COc1cccc(-c2nc(SCC(=O)Nc3ccc4c(c3)OCO4)c(-c3ccccc3)[nH]2)c1
 : -10%	-26%	-12%	0%	nt	-11%	2%	-8	31%[activator]
> COC(=O)c1cn(CC(=O)N2CCCCC2C)c2ccccc12 (stereo not drawn)
 : -5%	-16%	4%	3%	4%	-1%	13%	0	-9%
> Cc1ccc(N(C)C(=O)N2CCN(S(=O)(=O)c3c(C)cc(C)cc3C)CC2)cc1
 : 7%	-19%	14%	-7%	-3%	-6%	6%	-10	6%
> CCC1(c2ccccc2)NC(=O)N(CC(=O)NCc2ccc(C)cc2)C1=O (stereo not drawn)
 : -5%	-7%	43%[activator]	i	18%	-2%	22%	3	-5%
> CC(=O)c1cc2c(cc1NS(=O)(=O)c1cccc(C(=O)O)c1)OCO2
 : 1%	-15%	-10%	4%	1%	0%	1%	10	-2%
> O=C(NNC(=O)c1cccnc1)Nc1cccc2ccccc12
 : -11%	2%	?	i	-8%	3%	-16%	-7	-6%
> O=C(Nc1ccccc1C(=O)N1CCOCC1)C1CC(=O)N(C2CCCC2)C1 (stereo not drawn)
 : -8%	-2%	-6%	i	-2%	0%	-21%	-13	2%
> CCC1CCCCN1C(=O)CSc1nc(N)cc(N)n1 (stereo not drawn)
 : 2%	-13%	3%	0%	1%	-5%	1%	4	?
> Cc1ccc2[nH]c(O)c(N=Nc3ccccc3[N+](=O)[O-])c2c1
 : ?	1%	17%	-13%	nt	nt	nt	8	nt
> CCCCCN1CC(=O)N2Cc3[nH]c4ccccc4c3C[C@H]2C1=O
 : -9%	-9%	2%	-11%	23%	-3%	12%	2	-9%
> Nc1nc(C(c2ccccc2)c2ccccc2)cs1
 : -13%	-24%	0%	-6%	21%	-10%	3%	-6	6%
> COc1ccc(C(=O)Nc2ccccc2C(=O)Nc2ccccc2C(=O)O)cc1
 : -2%	-19%	-16%	-11%	15%	2%	-24%	-2	-4%
> Cc1oc(-c2ccccc2)nc1C(=O)OCC(=O)NCc1ccc(Cl)cc1
 : -13%	1%	-4%	-9%	7%	nt	nt	-1	nt
> Cc1nn(C)c(C(=O)NCc2ccc(Cl)cc2)c1Cl
 : -3%	-11%	16%	-6%	-11%	-4%	30%	-1	-6%
> Cc1nn(C)cc1C(C(=O)NC1CCCCC1)N(Cc1ccccc1Cl)C(=O)c1cnccn1 (stereo not drawn)
 : 2%	4%	-8%	i	0%	-4%	-13%	0	-4%
> COc1ccc(C(=O)C2CCCN(Cc3cccn3-c3nccs3)C2)cc1OC (stereo not drawn)
 : -5%	-4%	5%	-4%	2%	-4%	2%	-5	5%
> O=C(OCc1ccc(-c2ccccc2)cc1)c1cccc(O)c1
 : -29%	-2%	11%	6%	-18%	-7%	-14%	6	?
> COc1ccc(/C=C2/SC(=S)N(n3c(C)ccc3C)C2=O)cc1
 : -8%	-8%	?	-2%	5%	-6%	13%	-12	?

Pol iota inh, entries above that show a hit
| Structure | Pol eta inh | POLK inh | Pol iota inh | PGK inhibitor | APE1 inh | BLM helicase inh | Pol beta inh | RXFP1 antagonist |
| --- | --- | --- | --- | --- | --- | --- | --- | --- |
| Cc1nn(-c2ccccc2)c(Cl)c1/C=N/Nc1ccc(S(=O)(=O)Nc2ccccc2C(=O)O)cc1[N+](=O)[O-] | 35µM* | ? | 40µM* | ? | ? | ? | 45µM* | -17 |
